# Assay outcomes: PubChem, Broad Institute
# E-selectin induc: E-selectin induction on HUVECs; P16581; HUVEC E-selectin immunofluorescence imaging; normalized: neutral wells 0, TNF-alpha wells 100; 260,000 tested, 0.37% active; activation, % at 7.58 µM;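 active means mean E-selectin-positive cell signal at least 10% of the positive control, reached in at least 60% of replicates, without over 20% cell loss; inconclusive means no rule given, readout overlaps actives, possibly toxicity-flagged; inactive means the rest, including those meeting only one limit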;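 further: in these data hits start at about 27%; measured in HUVEC primary endothelial cells; signal is the percent of cells scored E-selectin positive by PE staining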
#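 Test system: HUVEC; input: 3,000 HUVEC/well; measured by: immunofluorescence imaging; read-out: % PE-positive cells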
# ERAP1 HTS inh: blocks human ERAP1 aminopeptidase activity | Q9NZ08 | recombinant ERAP1, Leu-AMC fluorescence, 60 min | inhibition, % at 10.7 µM | 340,000 tested, 0.15% active | AID 652197;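 active means mean replicate inhibition of at least 30%, or all replicates individually reaching that 30% level; inactive means mean below 30% and not every replicate reaching it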;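 further: 0% = neutral control wells and 100% = L-leucinethiol positive control wells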
# ERp5 inh: blocks human ERp5 reductase activity on insulin; ERp5 insulin aggregation, absorbance 650 nm, 90 min; inhibition, % at 9.99 µM; 350,000 tested, 0.05% active; AID 651711;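 active means mean replicate inhibition above about 25%, with every replicate also reaching it, limit read from the data, passing the limit was not always enough; inconclusive means only one of those two criteria met; inactive means neither criterion met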
# Target sequence (Q15084 whole entry, looked up): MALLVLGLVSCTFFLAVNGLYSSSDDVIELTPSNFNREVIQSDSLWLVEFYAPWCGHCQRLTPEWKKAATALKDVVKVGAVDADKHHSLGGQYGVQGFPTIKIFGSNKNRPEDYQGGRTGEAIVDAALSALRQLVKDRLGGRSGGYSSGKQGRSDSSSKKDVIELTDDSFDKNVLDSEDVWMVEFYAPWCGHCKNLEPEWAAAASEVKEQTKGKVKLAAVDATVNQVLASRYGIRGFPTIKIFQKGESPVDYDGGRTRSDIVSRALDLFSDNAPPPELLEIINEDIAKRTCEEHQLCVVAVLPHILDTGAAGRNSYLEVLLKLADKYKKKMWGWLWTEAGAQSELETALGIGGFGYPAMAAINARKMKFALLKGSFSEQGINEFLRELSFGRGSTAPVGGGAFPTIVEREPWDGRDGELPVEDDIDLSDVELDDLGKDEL
# RAD52 inh: inhibitors of human RAD52 DNA annealing; AID 651710; recombinant RAD52 DNA annealing, FRET fluorescence; 360,000 tested, 0.46% active; P43351; inhibition, % at 18.7 µM;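 active means every replicate showing at least 50% inhibition; inconclusive means mean inhibition at least 50% but not in every replicate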
# Target sequence (P43351 whole entry, looked up): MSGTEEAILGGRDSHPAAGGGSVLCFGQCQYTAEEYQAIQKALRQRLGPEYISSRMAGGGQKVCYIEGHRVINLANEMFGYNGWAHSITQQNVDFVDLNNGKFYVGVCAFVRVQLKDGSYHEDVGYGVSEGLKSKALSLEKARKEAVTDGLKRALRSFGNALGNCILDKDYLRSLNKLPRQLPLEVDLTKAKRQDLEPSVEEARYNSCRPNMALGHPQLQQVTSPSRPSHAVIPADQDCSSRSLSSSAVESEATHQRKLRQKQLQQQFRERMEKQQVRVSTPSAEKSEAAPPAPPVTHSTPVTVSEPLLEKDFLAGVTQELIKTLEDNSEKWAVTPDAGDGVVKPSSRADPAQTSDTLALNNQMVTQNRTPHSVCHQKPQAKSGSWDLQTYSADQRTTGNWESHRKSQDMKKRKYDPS
# esBAF inh: blocks esBAF chromatin remodeling in mouse ES cells | Bmi1-luciferase knock-in reporter, 24 h; 100% = twice the neutral-well signal | 350,000 tested, 2% active | reporter increase, % at 12.5 µM; in the data active means activation above about 40%; inconclusive means no clear call, values can overlap the other calls;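 further: 0% = median of the plate's neutral control wells and 100% = double that signal; a rise in the Bmi1 reporter signal indicates esBAF inhibition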
# XiGFP reactiv: reactivates the inactive X chromosome in mouse fibroblasts; XiGFP mouse fibroblasts, % GFP-positive cells imaging, 3 d; cells co-treated with 5-aza-dC sensitizer; scaled so ellipticine positive control = 100%; activation, % at 7.58 µM; 360,000 tested, 0.055% active; AID 743238;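 active means mean normalized replicate activation at least 10% and every replicate at or above 10%; inconclusive means only one of the two criteria met; inactive means mean below 10% and not all replicates reach 10%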;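 further: 0% = median of on-plate neutral control wells and 100% = ellipticine 6 µM median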
#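 assay system = SV40-immortalized XiGFP fibroblast cells, line 68-5-11 | buffer or medium = DMEM plus 5-aza-dC sensitizer | doses = single-point pinned compound dosing | times = 3-day compound exposure, then 15 min fixation at room temperature | benchmarks = positive control ellipticine, 6 µM final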
# S100A4 MyoIIA: S100A4-myosin IIA interaction inhibition. P26447. S100A4/TAMRA-MyoIIA peptide fluorescence polarization. inhibition, % at 10.7 µM. 360,000 tested, 0.14% active. AID 652163;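 active means mean inhibition of at least 70% across replicates, with every replicate also reaching that level; inconclusive means mean inhibition reaches 70% but some replicates fall short; inactive means mean inhibition below 70%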
# Target sequence (P26447 whole entry, looked up): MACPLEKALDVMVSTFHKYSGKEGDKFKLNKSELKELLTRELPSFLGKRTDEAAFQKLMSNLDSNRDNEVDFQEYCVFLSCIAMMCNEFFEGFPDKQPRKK
#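 Test system: S100A4 monomer protein; Medium: HEPES pH 7.2 with CaCl2, KCl, NaCl, DTT, Triton; Probe or stimulus: TAMRA-labelled myosin IIA heavy-chain peptide probe, 5 nM; Doses: one dose per compound; Times: polarization read 5 min after assay mix addition, stable 5–60 min; Benchmarks: neutral control DMSO, positive control TFP.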
# RAD54 branch: blocks human RAD54 Holliday junction branch migration. Q92698. FAM/BHQ fluorescence. inhibition, % at 10.4 µM. 360,000 tested, 0.14% active;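 active means mean normalized replicate activity at least 40 and at least half of replicates scoring 40 or more; inconclusive means only one of the two criteria met; inactive means mean below 40 and under half of replicates reaching 40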;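 further: 0% = median of neutral control wells and 100% = median of positive control wells; inhibitors cause a drop in the FAM fluorescence signal; in these data hits start at about 50%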
# * hit, by the source's call; u = inconclusive; x = not tested or not shown; & = joins results of further samples. These rows are one share of the data, so the mix of outcomes need not match the whole.
SMILES	E-selectin induc	ERAP1 HTS inh	ERp5 inh	RAD52 inh	esBAF inh	XiGFP reactiv	S100A4 MyoIIA	RAD54 branch
CC(=O)c1cn(CCCOc2ccccc2)c2ccccc12	-0.1	1	1	5	x	0.0	0	-15
CCOc1cc2c(cc1OCC)-n1cccc1C(c1ccc(C)cc1C)NC2 (configuration not stated)	0.0	0	3	-9	-6	0.1	-4	3
C[N+]1(C)C2CCC1CC(OC(=O)C(CO)c1ccccc1)C2 (configuration not stated)	0.3	12	-2	-9	-3	0.3	-8	-5
CC(C)COC(=O)c1ccccc1C(=O)OCC(C)C	x	1	2	-5	-2	x	22	1
OCCCCO	x	-8	1	-9	-1	x	-34	-4
Cc1cccc(CN2CCCN(Cc3ccc(Cl)cc3)S2(=O)=O)c1	0.0	-3	-1	-7	x	-0.1	13	x
CC(C)(C)C(=O)N1Cc2cc(-c3cccc(F)c3)ccc2-n2nncc2C1	1.0	4	-15	-6	-2	x	4	-8
O=C1NC(=O)C(=Cc2cc(Cl)ccc2OCc2ccc(C(=O)O)cc2)C(=O)N1	2.4	-6	-2	-16	x	-0.1	-7	x
CN1c2ccc([N+](=O)[O-])cc2CC2(C(=O)NC(=O)N(c3ccccc3)C2=O)C1c1ccccc1 (configuration not stated)	x	3	-8	-19	x	0.1	-4	x
O=c1c2cc(Br)ccc2[nH]c(=S)n1-c1ccccc1	4.2	-1	3	-11	x	0.1	-3	x
Cc1cc(=O)oc2cc(OCC(=O)N3CCC(C(=O)O)(c4ccccc4)CC3)ccc12	x	-1	1	-15	5	x	-6	9
COC(=O)C1=C(c2ccc(OC)c(OC)c2)C[C@@H]2CC[C@H]1N2C(=O)NCc1cc(C)oc1C(F)(F)F	0.2	1	0	-3	-3	0.2	-2	0
COc1ccc(-n2nnnc2C(CCc2ccccc2)N2CCC(n3c(=O)[nH]c4ccccc43)CC2)cc1 (configuration not stated)	-0.4	2	0	-14	-7	0.0	5	-2
CC(=O)c1cccc(OCC(=O)N2CCN(CC(=O)Nc3cccc(F)c3)CC2)c1	x	0	-5	-7	5	0.0	1	5
C1CCC2S[C@H]3CCCCC3NC2C1 (some centres not stated)	x	x	-1	-17	-7	0.0	2	-6
Oc1c(Br)cc(-c2ccccc2)cc1Br	x	1	0	-2	2	0.4	-27	2
Cc1cccc(NC(=O)N2CC3CC(C2)c2cccc(=O)n2C3)c1 (configuration not stated)	0.1	1	1	-6	12	-0.1	3	13
CC(=O)O[C@H]1C(=O)[C@@]2(C)C([C@H](OC(=O)c3ccccc3)[C@]3(O)C[C@H](O)C(C)=C1C3(C)C)[C@]1(OC(C)=O)CO[C@@H]1C[C@H]2O (some centres not stated)	x	-2	-2	-6	-7	x	1	-6
Fc1ccc(Cn2nnnc2CN2CCC(n3nnc4cc(C(F)(F)F)ccc43)CC2)cc1	-0.4	x	-1	-53	-1	-0.2	1	-1
COc1ccc(-n2c(O)c(C(C)=NCCc3c[nH]c4ccccc34)c(=O)[nH]c2=O)cc1	0.1	3	-9	-28	x	1.0	0	-3
O=C(Cc1ccccc1)NC(Cc1ccc(Cl)cc1)C(=O)O (configuration not stated)	x	1	-4	1	x	-0.1	1	x
Cc1ccc2n1Cc1cnnn1-c1ccccc1-2	-1.1	x	2	-14	-1	0.0	1	-1
CN(C)/C=C1/C(=O)NC(=O)N(CCNc2ncc(C(F)(F)F)cc2Cl)C1=O	8.4	2	-2	-227	x	0.1	-19	x
CC(=O)N1CCC(N2CCCC(C(=O)c3cccc(Cl)c3)C2)CC1 (configuration not stated)	x	-1	-8	-20	3	0.1	10	-8
CCN(CC)C(=O)c1ccc(NC(=O)CN2CCc3cc(OC)c(OC)cc3C2)cc1	0.1	-2	-3	-6	-1	-0.1	-1	-32
O=C1C2C3CCC(O3)C2C(=O)N1CCO (configuration not stated)	0.6	4	3	3	-4	-0.1	0	-1
COc1ccc2c(c1O)C13CCN(C)C(C2)C1CCC(=O)C3 (configuration not stated)	0.9	9	4	-3	x	0.0	-3	-15
CCn1c(O)c(N=Nc2ccc(S(=O)(=O)N3CCOCC3)cc2)c(=O)n(CC)c1=S	6.6	x	5	-5	-5	0.1	1	x
COc1cc2c(c(OC)c1OC)-c1ccc(O)cc1[C@@H](NC(C)=O)CC2	0.0	8	-5	-9	-3	1.1	1	-4
O=C1CC(=O)N(Cc2ccccc2)C(=O)N1	-0.3	0	0	-54	x	0.1	-10	x
C/C=C/c1ccc(C2[C@@H]3CN(C(=O)C4CC4)C[C@H]2N3)cc1 (some centres not stated)	-0.4&0.2	-4&-5	-3&-4	24&35	x	0.0&0.2	6&-5	x
[N-]=[N+]=NCc1cn2cccnc2n1	x	-2	3	2	x	0.1	2	x
O=P(Nc1ccccc1)(Nc1ccccc1)Oc1ccccc1	x	0	1	-12	x	-0.2	4	x
COc1ccc2c(c1OC)C(=O)O[C@H]2[C@@H]1c2cc3c(cc2CCN1C)OCO3	-2.4	1	4	-8	2	-0.1	1	0
CNc1cc(N2CCNCC2)ccc1[N+](=O)[O-]	x	15	0	-8	x	0.2	-2	x
Cc1c(C=O)c2ccccc2n1Cc1ccc(F)cc1	x	-4	4	-34	2	0.0	-5	-1
Cc1ccc(NP(=O)(c2ccccc2)c2nc3ccccc3s2)cc1 (configuration not stated)	x	-1	0	-9	x	0.0	-2	x
Cn1cccc1/C=C1\C(=O)NC(=O)N(CCC2=CCCCC2)C1=O	0.0	2	3	-482	x	0.2	4	x
COc1ccc(C#Cc2ccc([C@H]3[C@H]4CN(C(=O)Cc5cccnc5)CCCCN4[C@H]3CO)cc2)cc1	-0.3	0	-3	-29	x	0.0	29	0
CCn1c(O)c(/C=N/NC(=O)c2ccccc2)c(=O)[nH]c1=S	-0.2	-1	3	-34	x	0.0	-59	x
COc1ccc2c(c1O)-c1c(OC)c(OC)cc3c1[C@H](C2)N(C)CC3	-2.0	-3	7	1	0	0.2	1	-13
CCC1CN1P(=O)(N1CCCC1)N1CC1CC (configuration not stated)	-0.2	1	-1	-26	-6	0.1	-1	x
C[C@]12C[C@@H](O)[C@H](O)CC1=CCC1C2CC[C@@]2(C)C1CC[C@@H]2O (some centres not stated)	0.1	-1	-2	-11	-4	0.0	-2	-1
c1ccc2c(CCNC3CCCCC3)c[nH]c2c1	x	-2	4	-4	x	0.0	-3	x
CCCC/C(=N/O)c1c(C)[nH]c2ccccc12	5.3	0	0	-13	x	2.6	-2	x
O=[N+]([O-])c1oc2ccc3ccccc3c2c1CCO	-0.5	3	-2	2	x	-0.1	0	x
CN1CN=C(N[N+](=O)[O-])N(Cc2ccco2)C1	x	-1	-6	6	-4	0.1	-4	2
Cc1ccc2cc(CNCCc3ccccc3C)c(=O)[nH]c2c1	x	-2	2	-37	-2	0.0	-19	-2
Cc1cccc(CN2CCN(c3ccc(Cl)cc3)CC2)c1	-5.2	-20	1	-6	x	0.1	-2	x
COc1ccc(-c2ccc3c(c2)CN(C(=O)C(C)(C)C)Cc2cnnn2-3)cc1	0.3	1	5	-12	-4	0.1	0	3
Cc1ccc(CN(Cc2ccccc2)C(=S)NCC(=O)N2CCC3(CC2)OCCO3)o1	2.0	0	7	1	x	0.1	33	x
COc1cccc(C(=O)N2C[C@H]3C[C@@H](C2)c2cccc(=O)n2C3)c1	x	-2	-1	2	11	x	1	-2
COc1ccc(OC)c(-n2c(O)c(C=NCCN3CCNCC3)c(=O)[nH]c2=S)c1	x	-2	-1	-12	-4	0.0	-4	-2
Cc1sc(-n2c(C)cc(C=C3C(=O)NC(=O)NC3=O)c2C)c(C#N)c1C	0.1	1	1	-125	x	0.1	1	x
Cc1cc(OCC(=O)NC(Cc2ccc(Cl)cc2)C(=O)O)c2c3c(c(=O)oc2c1)CCCC3 (configuration not stated)	x	31*	2	-9	2	x	-5	1
Cc1nn(CC(C)C)c(Cl)c1C(=O)NC1CCCCC1	x	2	-1	-3	25	0.0	11	x
CC(=O)c1c(C)n(Cc2ccccc2)c2ccc(O)cc12	0.7	-1	0	-23	-6	-0.1	25	0
CCCCn1c(=O)c(C(=O)Nc2ncccc2C)c(O)c2ccccc21	x	-1	3	3	-5	0.1	7	-4
Fc1ccc(CCNCc2ccc(Cl)c(Cl)c2)cc1	x	1	-2	7	-2	x	2	-4
Cc1ccc(-n2c(O)c(/C=N/N3CCCCCC3)c(=O)[nH]c2=O)cc1C	1.2	-3	1	-8	x	0.0	12	8

# Next section.
SMILES	E-selectin induc	ERAP1 HTS inh	ERp5 inh	RAD52 inh	esBAF inh	XiGFP reactiv	S100A4 MyoIIA	RAD54 branch
COC(=O)[C@@H]1[C@@H](CO)[C@@H]2Cn3c(cccc3=O)[C@H]1N2Cc1nccs1	-0.1	-1	4	-1	8	0.2	0	0
C[C@]12CCC(OC(=O)CCC(=O)O)CC1=CCC1C2CC[C@]2(C)C(=O)CCC12 (some centres not stated)	0.0	-2	-4	-9	-2	-0.1	1	-6
CC[C@@H]1c2ccccc2[C@@H]2CC[C@H]1N2c1ccccc1	8.3	x	4	4	x	-0.1	1	x
O=C1NC(=O)N(Cc2ccccc2)C(=O)/C1=C/c1cnc(-c2ccccc2)nc1	-0.7	0	-9	-187	x	0.0	-5	x
O=c1[nH]c(=O)n(CCC2=CCCCC2)c(O)c1/C=N/Nc1ccccc1	2.8	-2	1	-39	x	u	4	x
COc1ccccc1NC(=O)COC(=O)c1cn(C)c2ccccc12	0.0	0	7	-20	-3	0.0	3	-1
COC(=O)C1=C(c2cccc(OCc3ccccc3)c2)C[C@@H]2CC[C@H]1N2C(=O)NCc1ccc(Cl)cc1	-0.3	-2	6	-9	0	-0.1	-10	-8
Cn1c(N2CCNCC2)nc2ccccc21	x	2	1	-11	1	x	-3	0
COC(=O)C1=C(c2c(C)noc2C)C[C@@H]2CC[C@H]1N2C(=O)NCCOc1ccccc1Cl	0.2	3	10	-3	-1	0.0	1	-6
N#CC1c2ccccc2C=CN1C(=O)c1ccc(N(CCCl)CCCl)cc1 (configuration not stated)	1.1	-2	9	-13	x	-0.1	4	x
CC(C)CCn1c(=O)c(C(=O)NCc2ccco2)c(O)c2ccccc21	0.3	4	3	-6	x	0.0	0	-8
COc1ccc(-n2c(-c3ccccc3Br)nc3ccccc3c2=O)cc1	-0.3	-3	-1	-7	-2	0.2	8	2
COc1cc(OC)c(OC)cc1CNCCc1cccc(F)c1	0.1	-1	1	0	1	0.0	-3	-13
CC1=C(C/C(C)=C/c2ccccc2)/C(=C/CO)[C@H](O)[C@](C)(O)C12CC2	0.0	3	-1	-27	x	-0.2	1	4
